West Nile virus CPE: inhibition of WNV-induced cytopathic effect – cell-based, CPE readout (AID 1621); West Nile virus-infected cells, CPE inhibition; higher % means a stronger effect; CPE inhibition, % at 10 µM, or IC50 in µM where a hit was titrated; hit rate 0.02% among 290,000; in the data active = a potency from the dose series; inconclusive = CPE inhibition mostly from about 3.7% at the one dose, without a potency; inactive = the rest, 99 in 100 with CPE inhibition below about 2.2%; also: strong numbers were not always called active
NOD1 NF-kB reporter: NOD1 signaling inhibitors, primary screen, cell-based, luminescence, uHTS (AID 1578). hit rate 1% among 290,000. NOD1-driven NF-kB luciferase reporter cells, luminescence; higher % means a stronger effect. inhibition, % at 4 µM; hits with a dose series show EC50 in µM; in the data active = inhibition mostly above about 36%, no sharp cut-off; inactive = mostly below about 34%;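 also: HEK-293T reporter cells stimulated with the NOD1 agonist gamma-tri-DAP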
KOR beta-arrestin-1: KOR agonists, beta-arrestin recruitment, primary screen, cell-based, luminescence, uHTS (AID 1777). KOR beta-arrestin recruitment, luminescence; higher % means a stronger effect. activation, % at 10 µM, or EC50 in µM where a hit was titrated. hit rate 0.02% among 280,000; in the data active = activation above about 50%, passing the limit was not always enough; also: a part of the inactive calls stands beside numbers as strong as those of hits
GPR35 antagonists: GPR35 antagonists blocking zaprinast-driven arrestin recruitment, primary screen, imaging, U2OS, beta-arrestin-GFP, zaprinast agonist (AID 2058). hit rate 0.052% among 290,000. U2OS GPR35 beta-arrestin-GFP translocation imaging, zaprinast antagonism; higher % means a stronger effect. inhibition, % at 10 µM; hits with a dose series show IC50 in µM;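 active = inhibition of at least 50% with at least 30 cells and total cytoplasm GFP at most 10,000,000; inconclusive = under 30 cells or total GFP of 10,000,000 plus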
HIV peptide binding: inhibitors of HIV fusion peptide binding, primary screen, biochemical, uHTS, fluorescence dequenching (AID 1986); cell-free peptide binding, fluorescence dequenching, 30 min; higher % means a stronger effect; inhibition, % at 20 µM, or IC50 in µM where a hit was titrated; hit rate 0.3% among 290,000; in the data active = inhibition mostly above about 52%, no sharp cut-off; inactive = mostly below about 76%; also: some results filed as inactive read as strong as hits
GPR55 activation: GPR55 agonists via beta-arrestin recruitment, primary screen, imaging, U2OS cells, beta-arrestin-GFP redistribution (AID 1961). U2OS GPR55 beta-arrestin-GFP redistribution imaging; higher % means a stronger effect. activation, % at 10 µM, or EC50 in µM where a hit was titrated. hit rate 0.048% among 290,000;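 active = activation above 40% with more than 50 cells counted in the well; inconclusive = wells holding fewer than 50 cells, flagged as toxic or sparse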;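 also: U2OS osteosarcoma cells stably expressing GPR55 and beta-arrestin-GFP; plate controls were DMSO negative control for no effect and LPI positive control for full effect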
Dengue-2 NS5 capping: flavivirus cap methylation enzyme inhibition – biochemical, confirmation dose response, primary screen (AID 588689). inhibition, % at 25 µM; hits with a dose series show IC50 in µM. hit rate 0.3% among 340,000. Dengue-2 NS5 methyltransferase capping enzyme assay, biochemical; higher % means a stronger effect; in the data active = a potency from the dose series; inconclusive = inhibition above about 29% without an active follow-up result
GPR55 antagonists: GPR55 antagonists blocking LPI-driven arrestin recruitment, primary screen, imaging, U2OS, beta-arrestin-GFP, LPI agonist (AID 2013); U2OS GPR55 beta-arrestin-GFP translocation imaging, LPI antagonism; higher % means a stronger effect; one-dose inhibition, % at 10 µM; IC50 in µM for titrated hits; hit rate 0.13% among 290,000;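 active = spots per cell inhibited over 60%, with over 100 cells counted and total cytoplasm intensity under 500,000; inconclusive = wells with under 100 cells, flagged as likely toxic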;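 also: U2OS cells stably carrying GPR55 and arrestin-GFP stimulated by 5 µM LPI near EC80; imaged beta-arrestin-GFP aggregate spots per cell after agonist stimulation; plate controls were LPI-stimulated DMSO wells for no effect and DMSO wells without LPI for full effect; some results filed as inactive read as strong as hits; confirmed hits need IC50 under 10 µM and bright autofluorescent wells are also inconclusive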
KOR beta-arrestin-2: KOR antagonists, beta-arrestin recruitment, cell-based, luminescence, uHTS (AID 1778). hit rate 0.091% among 290,000. KOR beta-arrestin recruitment, luminescence, antagonist mode; higher % means a stronger effect. inhibition, % at 10 µM, or IC50 in µM where a hit was titrated; in the data active = inhibition above about 50%; also: strong numbers were not always called active
Dengue-2 NS5 capping pilot replicate: second read-out of Dengue-2 NS5 capping, no call of its own (marks repeat the call); inhibition, %; measured here: pilot screen replicate inhibition
* marks the source's active call; other numbers are inactive results; ? = inconclusive; / = not tested or not shown; [ ] = dose if it differs, or a comment. The list is partial (hit frequency here may not be typical).

SMILES | West Nile virus CPE | NOD1 NF-kB reporter | KOR beta-arrestin-1 | GPR35 antagonists | HIV peptide binding | GPR55 activation | Dengue-2 NS5 capping | GPR55 antagonists | KOR beta-arrestin-2 | others
O=C(NCc1ccc2c(c1)OCO2)c1cc2c(s1)CSC2 | -0.1% | -41% | 1.1% | -11% | 21% | 0.8% | 3% | 9% | -20%
Cc1cccc(Nc2nnc(SCC3CCCCO3)s2)c1C (centres undefined) | -0.7% | -23% | 1.9% | -21% | 0.7% | 0.3% | -3% | -8% | -26%
CSc1ccc(CNCCCSc2ncccn2)cc1 | -0.7% | 27% | 2.2% | -6% | -2.1% | -0.3% | -2% | 8% | -27%[20 µM]
COc1ccc(C(=O)NCc2csc(C)n2)cc1OC1CCN(C(C)=O)CC1 | -0.3% | -23% | 8.1% | 3% | 2.2% | -0.1% | -1% | 4% | -15%
Cc1nc(SCC(=O)NCC2CCCO2)c2oc3ccccc3c2n1 (centres undefined) | -0.2% | 2% | -2.6% | 11% | -1.1% | 0.3% | -2% | 2% | -19%
COCC(=O)N(Cc1cc2ccc(C)cc2[nH]c1=O)c1ccc(C)cc1C | 0.7% | -28% | -0.7% | 1% | 0.2% | -0.1% | 1% | 12% | 26%
Cc1ccc(-c2nn(CCC(=O)Nc3cccnc3)c(=O)c3ccccc23)cc1 | -1.0% | 2% | 3.5% | -11% | 0.2% | -0.1% | / | 8% | 28%
O=C1CN(C(=O)COC(=O)c2cccc(OCc3ccccc3)c2)c2ccccc2N1 | -0.8% | -32% | -3.2% | 6% | -0.4% | -0.1% | -4% | 5% | -2%
O=C(NCc1ccc(Cl)cc1)C1CCC(CNc2c(N3CCCC3)c(=O)c2=O)CC1 (centres undefined) | 0.4% | 3% | 1.8% | 12% | -1.1% | -0.1% | -5% | -3% | 12%
CCn1c(=S)sc2c(=O)n(-c3ccccc3)c(=S)[nH]c21 | 0.2% | -21% | -5.5% | 1% | -1.0% | -0.2% | -3% | 0% | 14%
CCc1nc2ccccc2n1Cc1ccccc1F | -0.4% | -16% | -3.7% | -15% | -0.6% | -0.1% | -11% | -6% | -12%[20 µM]
CCC(C)C(=O)Nc1nnc(SCC(=O)NC(C)(C)C)s1 (centres undefined) | -0.7% | -14% | -4.2% | -4% | -1.0% | 0.6% | -13% | 5% | 8%
COc1ccccc1OCC(=O)N(Cc1nc(-c2ccccc2)no1)C(C)C | -1.7% | -15% | 4.1% | 0% | 0.1% | 0.2% | 2% | -6% | -19%
CCOc1ccc(NC(=O)COn2nnc3ccc(S(=O)(=O)N4CCOCC4)cc32)cc1 | -1.3% | -24% | 1.1% | 6% | 2.6% | 0.8% | 6% | 5% | 2%
O=C(Nc1ccc2c(c1)OCCO2)C1CCN(c2cnccn2)CC1 | 0.5% | -13% | -1.3% | 0% | 1.3% | 0.5% | 4% | 3% | -15% | Dengue-2 NS5 capping pilot replicate=-1.5
CC1CCCCN1C(=O)c1c([N+](=O)[O-])cnn1C (centres undefined) | 0.1% | -10% | -1.8% | 15% | -1.5% | 0.3% | -7% | 21% | 3%
Cc1ccccc1CNC(=O)CCC(=O)N1CCOc2ccc(Cl)cc21 | -0.3% | -27% | -5.0% | -16% | 1.5% | 0.9% | 0% | -2% | 16%[20 µM]
CCOC(=O)N1CCN(c2ccc(Cl)c(Cl)c2)CC1 | 0.4% | -10% | 5.9% | -6% | 0.8% | -0.2% | -6% | -11% | 9%
CCCCn1c(NCc2ccc3c(c2)OCO3)nc2ccccc21 | -0.6% | 18% | -3.2% | -5% | 0.1% | 0.3% | -7% | 0% | -11%
COc1cccc(C(=O)N(Cc2cc3cc(C)ccc3[nH]c2=O)CC2CCCO2)c1 (centres undefined) | -0.4% | 6% | 0.0% | -6% | -3.5% | -0.1% | -2% | 13% | 23%
COc1ccccc1C(=O)C1CCCN(Cc2ccc(Oc3ncccn3)cc2)C1 (centres undefined) | -0.5% | -22% | / | 4% | 1.2% | -0.1% | -4% | 5% | -20%[20 µM]
Cc1ccc(S(=O)(=O)NC(=O)Nc2c(C)n(C)n(-c3ccccc3)c2=O)cc1 | -0.5% | 25% | 1.8% | -3% | 7.3% | -0.2% | -7% | -6% | 8%
CCOc1ccc(S(=O)(=O)N2CCCC(C(=O)N3CCOCC3)C2)cc1 (centres undefined) | -0.9% | 33% | -1.2% | 9% | -2.3% | 0.7% | -8% | 15% | 21%
Cc1ccc(S(=O)(=O)N(CC(=O)NCC2CCCO2)Cc2cccc(C)c2)cc1 (centres undefined) | -0.2% | -22% | -2.4% | 8% | 10% | -0.1% | 0% | 12% | 6%
CCCCNc1nc2c(-c3ccccc3)nnn2c2ccccc12 | -0.2% | 10% | 1.1% | 12% | -2.4% | -0.2% | -12% | 3% | -34%

Going on with the list.
SMILES | West Nile virus CPE | NOD1 NF-kB reporter | KOR beta-arrestin-1 | GPR35 antagonists | HIV peptide binding | GPR55 activation | Dengue-2 NS5 capping | GPR55 antagonists | KOR beta-arrestin-2 | others
Nn1c(Cc2cccc3ccccc23)nnc1SCc1c(Cl)cccc1Cl | -1.0% | 1% | 4.1% | 10% | -1.3% | -0.2% | -9% | 1% | -29%
CCOc1ccc(NC(C)c2cc(Cl)ccc2O)cc1 (centres undefined) | 0.2% | -12% | -4.6% | -6% | -3.8% | -0.2% | 11% | 10% | 27%
O=C(Nc1nc(NC(=O)c2ccco2)n(-c2ccccc2)n1)c1ccccc1 | ? | / | -2.0% | 11% | 0.8% | -0.1% | 1% | 17% | 34%
CC(C)(C)NC(=O)C(c1ccco1)N(Cc1ccc2c(c1)OCO2)C(=O)Cn1nnc2ccccc21 (centres undefined) | -0.3% | -4% | 1.4% | 13% | -1.4% | -0.3% | 3% | -1% | -11%
COC(=O)c1ccc(NC(=O)CSc2nn3c(=O)c(C)nnc3s2)cc1 | 0.1% | -27% | 0.5% | -4% | 0.0% | -0.1% | -1% | 3% | -19%
C[C@@H]1CC=C[C@H]2[C@H]1C(=O)N(Cc1ccccc1)[C@H]2c1ccoc1 | 0.5% | 6% | 2.3% | -3% | 4.5% | -0.1% | -37% | 13% | -10%
CN(Cc1ccccc1)C(=O)COc1ccc(C(C)(C)C)cc1 | -0.6% | -4% | -4.1% | 4% | -0.8% | 0.4% | -10% | 3% | 13%
CCc1c(C)nc(SCCOc2ccc(OC(C)C)cc2)[nH]c1=O | -0.5% | -14% | 0.2% | 8% | -0.7% | -0.1% | -6% | -12% | -4%
NNC(=O)COc1ccc(C(F)(F)F)cc1 | -0.1% | -21% | 0.6% | 22% | 0.5% | 0.2% | -12% | -7% | -49%[20 µM]
CCC(Sc1nc2cc(OC)c(OC)cc2c(=O)n1CCc1ccc(S(N)(=O)=O)cc1)C(=O)NCCOC (centres undefined) | -0.2% | -25% | -6.9% | 0% | 0.3% | -0.6% | -3% | 5% | 2%
COc1ccc(Nc2oc(-c3ccccc3Cl)nc2C#N)cc1 | 1.0% | -14% | -2.7% | -7% | -1.9% | 1.0% | -3% | -2% | -21%
O=c1c2ccccc2c(C=Nc2ccc(S(=O)(=O)N3CCCCC3)cc2)c(O)n1-c1ccc(Cl)cn1 | -1.0% | -12% | 12% | -14% | 3.8% | -0.2% | 0% | -10% | 12%
Cc1ccccc1CN(c1ccc(C(=O)N2CCc3ccccc3C2)cc1)S(C)(=O)=O | -1.2% | 18% | -1.4% | -1% | -2.4% | -0.1% | -1% | / | 6%
Cc1nn(-c2ccccc2)c2sc(C(=O)OCc3nnc(-c4ccccc4)o3)cc12 | 0.3% | 17% | -2.7% | 5% | 1.9% | 0.0% | -1% | -2% | 36%
CCCSC(=S)NC1CCS(=O)(=O)C1 (centres undefined) | 0.3% | 0% | 5.5% | 13% | 1.8% | 0.0% | 0% | 1% | -37%
Cc1ccc(S(=O)(=O)N2c3ccc(S(N)(=O)=O)cc3CC2C)cc1 (centres undefined) | 1.1% | -7% | 1.5% | 15% | -1.8% | 0.1% | -7% | 4% | -20%
Cc1ccc(NC(=O)c2cc3nc(C)cc(C)n3n2)cc1 | 0.2% | -58% | -3.3% | 19% | 15% | -0.1% | -2% | 6% | -3%
COC(=O)C1CCN(C(=O)C23CCC(C)(C(=O)O2)C3(C)C)CC1 (centres undefined) | 0.3% | -13% | 0.3% | -16% | 0.6% | 0.2% | -5% | -10% | 1%
Cc1cccc(CSc2nc3c(c(-c4cccs4)c2C#N)CN(C)CC3)c1 | -0.3% | 28% | -4.6% | 1% | 15% | 0.1% | 17% | 16% | 10%
CNC(=O)COc1ccc(C=O)cc1OC | 0.1% | -8% | -1.2% | -10% | -1.8% | 0.0% | -2% | 18% | -21%
CN(/N=C/c1ccc(N(C)C)cc1)C1=NS(=O)(=O)c2ccccc21 | -0.1% | -3% | 2.6% | 7% | 159% | -0.1% | -31% | 7% | -40%
COc1ccc(C)cc1N(C(=O)c1ccccc1)c1nc2ccccc2s1 | -0.4% | -3% | -0.9% | -2% | 0.8% | 0.1% | -1% | 8% | -4%
CCCCc1c(C)[nH]c(=S)[nH]c1=O | 0.5% | -8% | 2.3% | 9% | -0.3% | 0.0% | -8% | 7% | 10%
CC(C)COc1cc(=O)[nH]c(SCC(C)C)n1 | 0.2% | -22% | 4.0% | 5% | 3.8% | -0.1% | 2% | 3% | -39%
CC(=O)N1CCN(CCN2C(C)=CC(=C(C#N)C#N)C=C2C)CC1 | 0.4% | -20% | -5.3% | -4% | 1.8% | -0.3% | 1% | 6% | 7%
Cc1c(NC=C(C#N)C#N)c(=O)n(-c2ccccc2)n1C | 0.9% | -16% | / | -1% | -1.1% | -0.1% | -4% | 6% | -10%[20 µM]
C/C(=N\NC(=O)CCC(=O)Nc1ccc(C)c(C)c1)c1cccs1 | 1.1% | -16% | -7.8% | -10% | 0.0% | 0.0% | -4% | 1% | -20%[20 µM]
Cc1ccc2c(CN3CCN(Cc4ccccc4)CC3)cc(=O)oc2c1 | -1.0% | -3% | 5.2% | -10% | -1.1% | 0.0% | -4% | 7% | -10%
CC(C)[C@H](NC(N)=O)C(=O)NNC(=O)COc1cccc(C(F)(F)F)c1 | 0.3% | 9% | 3.4% | -20% | -3.2% | 0.0% | -9% | 4% | -16%
CCOc1ccc(CNC(=O)CCCc2cn(C)c3ccccc23)cc1 | 0.2% | -1% | -4.9% | 3% | 1.5% | -0.3% | -2% | 0% | -6%
